TcdB GH inh = inhibitors of Clostridioides difficile toxin B glycohydrolase | inhibition, % at 9.99 µM | P18177 | 350,000 tested, 0.24% active | TcdB glycohydrolase enzymatic assay, plate reader; in the data active means inhibition above about 10%
Target sequence (P18177 whole entry, looked up): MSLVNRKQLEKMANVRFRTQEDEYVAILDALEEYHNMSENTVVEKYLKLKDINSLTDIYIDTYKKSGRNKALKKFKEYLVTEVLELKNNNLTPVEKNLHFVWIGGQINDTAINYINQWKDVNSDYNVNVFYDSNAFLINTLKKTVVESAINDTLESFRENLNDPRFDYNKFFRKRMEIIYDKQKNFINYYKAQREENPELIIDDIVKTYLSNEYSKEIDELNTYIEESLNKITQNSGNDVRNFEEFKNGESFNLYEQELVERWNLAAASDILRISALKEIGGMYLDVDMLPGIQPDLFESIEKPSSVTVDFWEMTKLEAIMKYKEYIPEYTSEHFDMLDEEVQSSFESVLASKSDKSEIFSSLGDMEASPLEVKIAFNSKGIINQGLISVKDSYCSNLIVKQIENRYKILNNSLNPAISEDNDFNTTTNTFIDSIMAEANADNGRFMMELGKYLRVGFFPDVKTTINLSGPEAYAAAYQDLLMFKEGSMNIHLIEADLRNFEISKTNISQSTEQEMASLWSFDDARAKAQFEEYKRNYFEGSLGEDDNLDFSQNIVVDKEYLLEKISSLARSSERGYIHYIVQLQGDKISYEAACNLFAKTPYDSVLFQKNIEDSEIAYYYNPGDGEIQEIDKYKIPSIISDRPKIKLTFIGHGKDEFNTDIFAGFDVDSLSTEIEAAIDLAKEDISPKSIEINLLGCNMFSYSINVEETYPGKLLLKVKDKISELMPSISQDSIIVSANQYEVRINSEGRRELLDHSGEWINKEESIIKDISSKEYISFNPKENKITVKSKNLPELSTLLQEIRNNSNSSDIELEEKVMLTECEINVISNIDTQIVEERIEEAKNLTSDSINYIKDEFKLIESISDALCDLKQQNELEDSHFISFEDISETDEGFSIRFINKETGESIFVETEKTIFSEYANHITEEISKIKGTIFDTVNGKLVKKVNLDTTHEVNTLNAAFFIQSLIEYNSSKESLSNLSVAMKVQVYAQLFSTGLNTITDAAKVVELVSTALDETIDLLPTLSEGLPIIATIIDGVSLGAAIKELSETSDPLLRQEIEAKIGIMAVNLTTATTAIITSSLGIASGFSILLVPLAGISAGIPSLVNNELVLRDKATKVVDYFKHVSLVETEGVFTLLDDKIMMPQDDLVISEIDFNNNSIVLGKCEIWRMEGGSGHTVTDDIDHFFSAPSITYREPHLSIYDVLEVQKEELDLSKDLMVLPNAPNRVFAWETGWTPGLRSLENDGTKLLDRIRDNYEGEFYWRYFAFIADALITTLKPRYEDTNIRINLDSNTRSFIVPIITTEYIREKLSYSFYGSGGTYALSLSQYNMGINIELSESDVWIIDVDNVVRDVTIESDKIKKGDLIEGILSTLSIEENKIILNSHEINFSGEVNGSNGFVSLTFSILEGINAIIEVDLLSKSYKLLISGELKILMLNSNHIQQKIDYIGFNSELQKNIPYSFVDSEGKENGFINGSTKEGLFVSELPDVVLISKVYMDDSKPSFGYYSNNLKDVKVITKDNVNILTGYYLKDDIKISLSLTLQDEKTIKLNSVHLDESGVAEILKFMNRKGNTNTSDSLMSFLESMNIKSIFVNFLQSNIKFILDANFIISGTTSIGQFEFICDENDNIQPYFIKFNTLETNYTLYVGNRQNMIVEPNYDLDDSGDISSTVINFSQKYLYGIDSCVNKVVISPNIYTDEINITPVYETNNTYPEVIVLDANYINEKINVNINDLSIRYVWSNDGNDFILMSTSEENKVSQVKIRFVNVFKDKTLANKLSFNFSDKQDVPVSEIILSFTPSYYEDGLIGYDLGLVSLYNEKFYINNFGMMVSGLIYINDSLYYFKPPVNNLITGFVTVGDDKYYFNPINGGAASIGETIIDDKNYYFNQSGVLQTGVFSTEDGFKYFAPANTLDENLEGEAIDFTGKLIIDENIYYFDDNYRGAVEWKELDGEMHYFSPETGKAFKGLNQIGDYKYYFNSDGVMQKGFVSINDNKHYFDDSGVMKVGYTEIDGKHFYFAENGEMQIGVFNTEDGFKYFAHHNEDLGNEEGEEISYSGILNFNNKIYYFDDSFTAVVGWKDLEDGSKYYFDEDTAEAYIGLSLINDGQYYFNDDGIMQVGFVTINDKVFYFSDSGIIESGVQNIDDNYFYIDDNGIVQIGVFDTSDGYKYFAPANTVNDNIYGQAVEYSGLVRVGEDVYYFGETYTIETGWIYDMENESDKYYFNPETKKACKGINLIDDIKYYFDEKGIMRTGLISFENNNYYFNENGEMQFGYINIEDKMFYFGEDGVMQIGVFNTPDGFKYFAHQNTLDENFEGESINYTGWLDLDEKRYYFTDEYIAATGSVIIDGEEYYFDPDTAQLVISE
BioA inh = BioA (M. tuberculosis) enzyme inhibition; purified M. tuberculosis BioA enzyme, plate reader; inhibition, % at 9.99 µM; 360,000 tested, 0.096% active; in the data active means inhibition above about 40%
* marks the source's active call; other numbers are inactive results.

The first 3 compounds (preview)
SMILES	TcdB GH inh	BioA inh
COc1cccc(C#Cc2ccc3c(c2)[C@@H]2[C@@H](CCN2C(=O)CC2CC2)[C@@H](CO)N3)c1	0.3	-4.2
C[C@H](CO)N1C[C@H](C)[C@@H](CN(C)C(=O)C2CCCCC2)OCCCC[C@H](C)Oc2ccc(NC(=O)Nc3ccc(C(F)(F)F)cc3)cc2C1=O	0.2	-1.9
Cc1ccccc1S(=O)(=O)N[C@H]1CC[C@H](CCn2cc(Cc3ccccc3)nn2)O[C@H]1CO	-1.0	1.2

All compounds of this part, from the start:
SMILES	TcdB GH inh	BioA inh
COc1cccc(C#Cc2ccc3c(c2)[C@@H]2[C@@H](CCN2C(=O)CC2CC2)[C@@H](CO)N3)c1	0.3	-4.2
C[C@H](CO)N1C[C@H](C)[C@@H](CN(C)C(=O)C2CCCCC2)OCCCC[C@H](C)Oc2ccc(NC(=O)Nc3ccc(C(F)(F)F)cc3)cc2C1=O	0.2	-1.9
Cc1ccccc1S(=O)(=O)N[C@H]1CC[C@H](CCn2cc(Cc3ccccc3)nn2)O[C@H]1CO	-1.0	1.2
Cc1cc(C)cc(N2C(=O)CSC2c2cccc([N+](=O)[O-])c2)c1 (centres undefined)	-1.3	-0.2
CO[C@@H](CN(C)S(=O)(=O)c1cccc(Cl)c1)[C@H](C)CN([C@H](C)CO)S(=O)(=O)c1cccc(Cl)c1	-7.6	0.0
COc1ccccc1C(=O)Nc1ccc2c(c1)C(=O)N(C)C[C@@H](OC)[C@H](C)CN[C@@H](C)CO2	-2.0	0.1
COc1ccc(C#Cc2ccc3c(c2)O[C@@H](CN(C)C(=O)Nc2cccc(OC)c2)[C@@H](C)CN([C@@H](C)CO)S3(=O)=O)cc1	-0.2	-2.4
Cc1noc(C)c1NC(=O)N(C)C[C@H]1Oc2ccc(NS(=O)(=O)c3ccc(F)cc3)cc2C(=O)N([C@@H](C)CO)C[C@H]1C	-0.4	-1.1
CNC[C@@H]1OCCCC[C@@H](C)Oc2ccc(NS(=O)(=O)c3ccc(C)cc3)cc2C(=O)N([C@H](C)CO)C[C@@H]1C	0.7	-0.6
C[C@H]1CN([C@@H](C)CO)C(=O)c2cccc(NC(=O)Nc3cccc4ccccc34)c2O[C@@H]1CN(C)S(=O)(=O)c1cn(C)cn1	-4.4	-0.2
C[C@@H]1CN([C@H](C)CO)C(=O)Cc2cc(NC(=O)CCC(F)(F)F)ccc2O[C@@H]1CN(C)C	0.5	-3.6
Cc1noc(C)c1S(=O)(=O)Nc1cccc2c1O[C@H](CN(C)Cc1ccc(C(F)(F)F)cc1)[C@H](C)CN([C@@H](C)CO)C2=O	2.2	-0.2
CCC(=O)Nc1ccc2c(c1)OC[C@@H](C)N(C(=O)Cc1ccccn1)C[C@@H](C)[C@@H](OC)CN(C)C2=O	-2.0	4.1
O=C(C[C@H]1CC[C@@H]2[C@H](COC[C@@H](O)CN2S(=O)(=O)c2cccc(F)c2)O1)NCCCN1CCOCC1	0.7	0.1
O=C(c1ccccc1)N1CC[C@H]2[C@H](CO)Nc3ccc(C#Cc4cccnc4)cc3[C@H]21	1.6	-0.9
CO[C@H]1CN(C)C(=O)c2ccc(NC(=O)C3CC3)cc2OC[C@@H](C)N(C)C[C@H]1C	-0.1	-4.8
COc1ccc(S(=O)(=O)Nc2ccc3c(c2)C(=O)N([C@H](C)CO)C[C@H](C)[C@H](CN(C)S(=O)(=O)c2cn(C)cn2)O3)cc1	-0.2	0.4
C[C@H](CO)N1C[C@H](C)[C@H](CN(C)Cc2ccc(C(=O)O)cc2)Oc2ccc(NC(=O)CCC(F)(F)F)cc2CC1=O	1.1	3.5
COc1ccc(S(=O)(=O)N2CC[C@@H]3[C@H]2c2cc(C#Cc4cccc(OC)c4)ccc2N[C@@H]3CO)cc1	1.1	5.6
CC(C)NC(=O)Nc1ccc2c(c1)C(=O)N([C@@H](C)CO)C[C@@H](C)[C@H](CN(C)C(=O)CCC(F)(F)F)OCCCC[C@H](C)O2	0.5	-0.9
CCC(=O)N[C@H]1CC[C@@H](CC(=O)NCc2cc(F)cc(F)c2)O[C@H]1CO	0.4	-0.6
O=C(C[C@H]1CC[C@H]2[C@@H](COC[C@H](O)CN2C(=O)Nc2cccc(F)c2)O1)NCc1ccccc1F	-5.7	4.2
C[C@@H]1CCCCO[C@H](CN(C)C(=O)Nc2ccc3c(c2)OCO3)[C@@H](C)CN([C@H](C)CO)C(=O)c2cc(NS(=O)(=O)c3cccs3)ccc2O1	-0.2	-0.2
Cc1noc(C)c1S(=O)(=O)Nc1ccc2c(c1)C(=O)N([C@@H](C)CO)C[C@H](C)[C@@H](CN(C)C(=O)Nc1ccc3c(c1)OCO3)O2	1.8	1.1
CCS(=O)(=O)Nc1ccc2c(c1)C(=O)N(C)C[C@@H](OC)[C@@H](C)CN(C(=O)NC(C)C)[C@@H](C)CO2	1.0	-3.5
COc1ccc(NC(=O)Nc2ccc3c(c2)C(=O)N([C@H](C)CO)C[C@H](C)[C@H](CN(C)C(=O)Cc2ccccc2)OCCCC[C@H](C)O3)cc1	-4.0	0.2
C[C@@H]1CN([C@@H](C)CO)C(=O)c2cccc(NC(=O)c3ccncc3)c2O[C@H]1CN(C)C(=O)Nc1ccc(C(F)(F)F)cc1	0.6	-3.5
CO[C@H]1CC[C@H]2CCOc3ccc(C#N)cc3C(=O)N(C)C[C@@H](C)C(=O)N(C)C[C@@H]1O2	0.6	-0.7
CCCNC(=O)N1C[C@H](C)[C@@H](OC)CN(C)C(=O)c2cc(NC(=O)CCC)ccc2OC[C@@H]1C	-1.9	1.7
CCCC#Cc1cnc2c(c1)C(=O)N([C@H](C)CO)C[C@H](C)[C@@H](CN(C)S(=O)(=O)c1ccccc1)O2	-0.5	0.9
C[C@@H]1CN([C@@H](C)CO)S(=O)(=O)c2ccc(C3=CCCC3)cc2O[C@H]1CN(C)Cc1ccccn1	1.1	0.6
CCC(=O)N(C)C[C@H]1Oc2cc(C#Cc3ccccc3)ccc2S(=O)(=O)N([C@@H](C)CO)C[C@H]1C	0.9	-0.3
CCCN1[C@@H]2c3ccc(/C=C/c4ccccc4)c(=O)n3C[C@@H]2[C@@H](CO)[C@@H]1C(=O)NCC1CC1	-5.8	1.7
Cc1noc(C)c1NC(=O)N(C)C[C@@H]1Oc2ccc(NC(=O)CCC(F)(F)F)cc2C(=O)N([C@H](C)CO)C[C@H]1C	0.5	-2.4
CCC(=O)Nc1ccc2c(c1)OC[C@@H](C)N(Cc1cncnc1)C[C@H](C)[C@H](OC)CN(C)C2=O	0.1	6.4
C[C@@H]1CCCCO[C@@H](CN(C)C(=O)C2CCCCC2)[C@@H](C)CN([C@@H](C)CO)C(=O)c2cc(NC(=O)Nc3ccc(F)cc3)ccc2O1	0.4	-1.9
C[C@@H]1CCCCO[C@@H](CN(C)S(=O)(=O)c2cn(C)cn2)[C@H](C)CN([C@@H](C)CO)C(=O)c2cc(NS(=O)(=O)c3ccc(Cl)cc3)ccc2O1	0.7	-0.4
C[C@@H]1CN([C@H](C)CO)C(=O)c2cc(C3=CCCCC3)cnc2O[C@@H]1CN(C)C(=O)Nc1cccc(F)c1	0.3	-0.1
CO[C@@H]1CN(C)C(=O)c2cc(NC(=O)Nc3ccccc3F)ccc2OC[C@H](C)NC[C@H]1C	-5.1	-1.4
C[C@@H]1CN([C@@H](C)CO)C(=O)c2cc(NC(=O)CCC(F)(F)F)ccc2O[C@@H]1CN(C)Cc1ccc(Cl)c(Cl)c1	-0.2	0.7
Cc1noc(C)c1S(=O)(=O)Nc1ccc2c(c1)CC(=O)N([C@@H](C)CO)C[C@H](C)[C@@H](CN(C)Cc1ccncc1)O2	-0.6	1.7
COCC(=O)Nc1ccc2c(c1)C(=O)N(C)C[C@@H](OC)[C@H](C)CN(Cc1ccccc1F)[C@@H](C)CO2	0.0	-3.0
O=C(N[C@@H]1CC[C@H](CCn2cc(-c3ccc(F)cc3)nn2)O[C@@H]1CO)c1cnccn1	-0.2	3.8
CCC(=O)N1C[C@H](C)[C@@H](OC)CN(C)C(=O)c2ccc(NC(=O)C3CCCCC3)cc2OC[C@H]1C	-2.5	-0.7
CO[C@H]1CN(C)C(=O)c2cc(NC(=O)C3CCCC3)ccc2OC[C@H](C)N(C)C[C@H]1C	0.6	2.8
C[C@@H]1CCCCO[C@H](CN(C)C(=O)CCCN(C)C)[C@@H](C)CN([C@H](C)CO)C(=O)c2cc(NS(=O)(=O)c3ccccc3)ccc2O1	-0.2	-0.2
CC(=O)N(C)C[C@@H]1Oc2ncc(C#CC(C)(C)O)cc2C(=O)N([C@@H](C)CO)C[C@H]1C	1.0	-0.2
CCCC(=O)Nc1ccc2c(c1)C(=O)N(C)C[C@@H](OC)[C@H](C)CN(CCC)[C@@H](C)CO2	-1.2	-1.1
CNC[C@@H]1Oc2ccc(NS(=O)(=O)c3ccc(F)cc3)cc2CC(=O)N([C@H](C)CO)C[C@@H]1C	-3.1	-9.3
O=S(=O)(N[C@H]1CC[C@H](CCn2cc(C3(O)CCCC3)nn2)O[C@@H]1CO)c1ccccc1	0.4	-3.6
CO[C@H]1CC[C@@H]2CCN(C)C(=O)[C@H](C)[C@@H](OC)CN(C)C(=O)c3cccc(C#N)c3OC[C@@H]1O2	-0.8	-0.7
C[C@@H]1CN([C@@H](C)CO)C(=O)c2cc(-c3ccccc3F)cnc2O[C@@H]1CN(C)C(=O)NC1CCCCC1	0.0	0.1
COc1ccccc1-c1cn(CC[C@@H]2CC[C@@H](NS(=O)(=O)c3ccccc3C)[C@H](CO)O2)nn1	-1.0	-1.8
CN(C)c1ccc2c(c1)[C@@H]1C[C@@H](CC(=O)NCc3cc(F)ccc3F)O[C@@H](CO)[C@@H]1O2	-43.5	-3.6
Cc1noc(C)c1NC(=O)NCC[C@@H]1CC[C@H](NC(=O)Cc2cccnc2)[C@H](CO)O1	0.6	3.6
COc1ccc(NC(=O)Nc2ccc3c(c2)C(=O)N([C@@H](C)CO)C[C@H](C)[C@H](CN(C)C(=O)Nc2ccccc2)O3)cc1	-0.2	4.5
COc1ccc(-c2cnc3c(c2)C(=O)N([C@H](C)CO)C[C@H](C)[C@H](CN(C)S(=O)(=O)c2ccc(C)cc2)O3)cc1	0.4	0.1
Cc1ccccc1-c1ccc2c(c1)O[C@@H](CN(C)C(=O)Nc1ccc(C(F)(F)F)cc1)[C@@H](C)CN([C@@H](C)CO)S2(=O)=O	-4.9	-2.8
O=C(C[C@H]1CC[C@@H](NC(=O)c2cccnc2)[C@H](CO)O1)NCc1ccncn1	-0.2	-0.5
C[C@@H]1CN([C@@H](C)CO)C(=O)CCCn2cc(nn2)CO[C@H]1CN(C)CC1CCCCC1	-0.4	1.2

An excerpt of these results, as a markdown table.
| mol | TcdB GH inh | BioA inh |
| --- | --- | --- |
| CNC[C@@H]1Oc2ccc(NS(=O)(=O)c3ccc(F)cc3)cc2CC(=O)N([C@H](C)CO)C[C@@H]1C | -3.1 | -9.3 |
| O=S(=O)(N[C@H]1CC[C@H](CCn2cc(C3(O)CCCC3)nn2)O[C@@H]1CO)c1ccccc1 | 0.4 | -3.6 |
| CO[C@H]1CC[C@@H]2CCN(C)C(=O)[C@H](C)[C@@H](OC)CN(C)C(=O)c3cccc(C#N)c3OC[C@@H]1O2 | -0.8 | -0.7 |

Other results follow:
SMILES	TcdB GH inh	BioA inh
O=C(Cc1ccccn1)N1CCCCN2[C@@H](CO)[C@H](c3ccc(Br)cc3)[C@@H]2C1	1.6	6.2
CC(C)NC(=O)Nc1ccc2c(c1)C(=O)N([C@H](C)CO)C[C@@H](C)[C@@H](CN(C)S(=O)(=O)c1ccc(F)cc1)O2	0.5	-0.7
Cc1ccccc1S(=O)(=O)N1C[C@@H](O)COC[C@H]2O[C@H](CC(=O)O)CC[C@@H]21	-1.3	-0.2
C[C@@H]1CN([C@H](C)CO)C(=O)c2cc(NS(=O)(=O)c3cccs3)ccc2O[C@@H](C)CCCCO[C@H]1CN(C)C(=O)NC1CCCCC1	-0.7	2.0
O=C(NCC1CCCCC1)[C@H]1[C@H](CO)[C@H]2Cn3c(ccc(-c4ccccc4F)c3=O)[C@@H]1N2	-0.9	-0.3
O=S(=O)(c1ccccc1)N1C[C@@H]2[C@H](c3ccccc31)[C@H](CO)N2Cc1ccc(F)cc1	0.1	3.6
CC(C)NC(=O)N(C)C[C@H]1Oc2ncc(C#CC3CC3)cc2C(=O)N([C@@H](C)CO)C[C@@H]1C	1.2	0.8
COc1ccc(CN(C)C[C@@H]2OCCCC[C@H](C)Oc3ccc(NC(=O)Nc4ccc(F)cc4)cc3C(=O)N([C@@H](C)CO)C[C@@H]2C)cc1	0.5	-1.5
CO[C@H]1CN(C)C(=O)c2ccc(NS(C)(=O)=O)cc2OC[C@@H](C)N(C(=O)C2CC2)C[C@H]1C	1.1	-0.9
C[C@@H]1CN([C@H](C)CO)C(=O)c2cc(NC(=O)Nc3ccc(F)cc3)ccc2O[C@H]1CN(C)S(=O)(=O)c1ccccc1	0.0	4.6
O=C(Nc1cccc(Cl)c1)N[C@H]1CC[C@H](CCNC(=O)C2CCCCC2)O[C@@H]1CO	0.3	-1.8
C[C@@H]1CCCCO[C@@H](CN(C)S(=O)(=O)c2cn(C)cn2)[C@@H](C)CN([C@@H](C)CO)C(=O)c2cc(NS(=O)(=O)c3ccccc3)ccc2O1	0.5	-1.9
CO[C@H]1CN(C)C(=O)c2cc(NC(=O)C3CC3)ccc2OC[C@@H](C)N(Cc2nccs2)C[C@H]1C	-0.2	2.6
Cc1noc(C)c1NC(=O)N(C)C[C@H]1Oc2ccc(NC(=O)Nc3ccccc3)cc2CC(=O)N([C@@H](C)CO)C[C@H]1C	-1.8	-0.2

Screening results (PubChem BioAssay)

An excerpt; rates above refer to the full screens.
